PI5P4K alpha inh: PI5P4K alpha (human) kinase inhibition. 1.2% of 330,000 active. PI5P4Kalpha enzyme, ADP-Glo luminescence, 60 min; hits give low values. P48426. max response, %; active = max response of -50% or lower; inconclusive = between -30% and -50%; inactive = -30% or higher; note: value at the top dose of about 77 µM; % is set by controls: 0 for no effect and ±100 for the full control effect
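Enzyme plus substrate dispensed, test compounds pinned in, then ATP (5 microM final) added. After 60 min at RT, ADP-Glo reagent 1 for 45 min and reagent 2 for 30 min preceded luminescence imaging.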
EPAC2 agonist: agonists of human EPAC2 (RAPGEF4); Q8WZA2; EPAC2 activation, biochemical qHTS; response scale: 100% = 6.5 mM cAMP response; Potency, µM (series often up to 154 µM), for inactives: at the highest dose activation, actives largely listed as activators; 0.079% of 360,000 active; AID 720711; note: potency is the fitted concentration of half-maximal effect; nearly all actives have a fitted effect of over 50% in size
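Exchange assay: 100 nM EPAC2 with 250 nM Rap1B-BODIPY-GDP and 50 uM GDP. Fluorescence (ex 480/em 540 nm) read every 5 min for 30 min at room temperature. Data normalized to 6.5 mM cAMP as agonist control.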
CCT chaperon mod: modulators of cytosolic chaperonin (CCT/TRiC) activity; purified chaperonin ATPase assay, HTRF ADP detection, 30 min; activity change, % (no concentration beside the values), hits read low; 0.3% of 360,000 active; in the data active = activity change below about -30%; note: % is set by controls: 0 for no effect and ±100 for the full control effect
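TRiC (40 or 20 nM final, by batch activity) in 30 mM Tris pH 7.4, 100 mM KCl, 5 mM MgCl2, 1 mM DTT was treated with compound at 76 uM single dose, then 10 uM ATP, 30 min at 37 °C. ADP was read by HTRF Transcreener.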
IL2 activator: activators of IL-2 | IL-2 activation reporter assay, cell-based qHTS; stimulated with anti-CD3/CD4/CD28 beads; in transgenic mouse T cells | activation, % (series mostly up to about 46 µM) | 0.065% of 360,000 active; in the data active = activation above about 50%; inconclusive = mostly about 30% to 49%; note: 0% is about no effect
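Readout: EGFP and DsRed signals by fluorescent plate cytometry. Unstimulated transgenic mouse T cells received compound 60 min before antibody-bead stimulation, then incubated 18 h at 37 degrees C.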
WRN helicase inh: WRN helicase (human) inhibition; Q14191; WRN helicase unwinding, fluorescent forked duplex, kinetic; Potency, µM (titrated, usually from 114 µM), inactives show at the highest dose activity change, negative = inhibition, usual class: inhibitors; 0.46% of 360,000 active; note: potency is the fitted concentration of half-maximal effect; % is set by controls: 0 for no effect and ±100 for the full control effect; nearly all actives have a fitted effect of over 55% in size
Target sequence (Q14191 whole entry, looked up): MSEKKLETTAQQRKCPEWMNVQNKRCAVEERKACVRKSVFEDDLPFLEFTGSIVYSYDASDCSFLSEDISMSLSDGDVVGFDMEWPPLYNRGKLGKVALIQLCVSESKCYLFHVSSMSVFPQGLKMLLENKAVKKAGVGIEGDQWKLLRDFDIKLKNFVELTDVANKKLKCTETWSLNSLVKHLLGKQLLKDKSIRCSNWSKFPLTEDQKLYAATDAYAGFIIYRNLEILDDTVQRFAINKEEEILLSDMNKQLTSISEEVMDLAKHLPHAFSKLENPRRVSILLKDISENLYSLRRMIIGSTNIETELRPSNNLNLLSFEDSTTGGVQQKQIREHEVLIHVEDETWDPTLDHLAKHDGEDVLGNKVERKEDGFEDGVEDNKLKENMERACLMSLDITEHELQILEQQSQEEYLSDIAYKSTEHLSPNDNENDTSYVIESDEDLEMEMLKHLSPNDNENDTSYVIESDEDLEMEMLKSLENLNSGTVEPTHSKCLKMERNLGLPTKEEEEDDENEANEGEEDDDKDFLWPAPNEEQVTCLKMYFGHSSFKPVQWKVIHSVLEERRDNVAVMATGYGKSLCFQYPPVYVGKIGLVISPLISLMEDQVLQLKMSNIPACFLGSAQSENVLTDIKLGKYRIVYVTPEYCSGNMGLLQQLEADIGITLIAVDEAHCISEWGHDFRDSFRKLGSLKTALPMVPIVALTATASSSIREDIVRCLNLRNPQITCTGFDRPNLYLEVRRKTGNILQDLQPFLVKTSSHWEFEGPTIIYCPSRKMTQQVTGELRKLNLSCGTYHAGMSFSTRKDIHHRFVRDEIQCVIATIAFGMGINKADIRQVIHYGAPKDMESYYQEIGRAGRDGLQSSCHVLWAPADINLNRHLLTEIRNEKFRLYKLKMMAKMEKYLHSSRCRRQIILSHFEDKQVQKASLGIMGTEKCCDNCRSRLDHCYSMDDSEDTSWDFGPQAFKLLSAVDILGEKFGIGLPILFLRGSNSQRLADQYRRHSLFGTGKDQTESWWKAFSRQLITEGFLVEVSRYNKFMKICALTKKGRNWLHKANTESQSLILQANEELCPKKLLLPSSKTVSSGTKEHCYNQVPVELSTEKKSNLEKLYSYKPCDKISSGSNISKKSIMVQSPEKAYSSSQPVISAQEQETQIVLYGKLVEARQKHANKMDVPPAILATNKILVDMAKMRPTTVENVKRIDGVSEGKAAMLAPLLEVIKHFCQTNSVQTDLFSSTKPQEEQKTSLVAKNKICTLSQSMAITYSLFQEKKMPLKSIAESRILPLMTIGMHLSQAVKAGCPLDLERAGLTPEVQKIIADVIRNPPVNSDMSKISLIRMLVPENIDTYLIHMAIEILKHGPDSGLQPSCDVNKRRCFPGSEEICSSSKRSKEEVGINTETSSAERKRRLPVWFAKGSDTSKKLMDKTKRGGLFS
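WRN at 20 nM final preincubated with compound 15 min at room temperature; reaction started with 100 nM fluorophore/quencher forked duplex oligonucleotide and 2 mM ATP final. Unwinding followed kinetically by red fluorescence (ex 525, em 598 nm).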
EPAC1 agonist: activates human EPAC1 exchange factor. AID 720707. 0.073% of 360,000 active. EPAC1 agonist qHTS, biochemical assay; response scale: 100% = response to 6.5 mM cAMP. Potency, µM (doses to about 154 µM), without a hit: at the highest dose activation, hits mostly activators. O95398; note: potency is the fitted concentration of half-maximal effect; nearly all actives have a fitted effect of over 60% in size
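Read-out is the fluorescence drop as BODIPY-GDP leaves Rap1B (480 nm excitation, 540 nm emission), recorded every 5 minutes over 30 minutes. Reactions held 100 nM EPAC1, 250 nM Rap1B–BODIPY-GDP and 50 uM GDP, with 6.5 mM cAMP setting full activation.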
PLK1 PBD block: PLK1 (human) polo-box domain binding inhibition; P53350; Potency, µM, for inactives: max response, negative = inhibition, actives largely listed as inhibitors; 2.8% of 360,000 active; AID 720504; Plk1 PBD binding of FITC phosphopeptide, fluorescence polarization; note: potency is the fitted concentration of half-maximal effect; series mostly up to about 57 µM; % is set by controls: 0 for no effect and ±100 for the full control effect; nearly all actives have a fitted effect of over 65% in size
EPAC1 antagonist: blocks human EPAC1 exchange factor; O95398; EPAC1 GEF assay, Rap1b-BODIPY-GDP exchange fluorescence; Potency, µM (highest dose often 115 µM), for inactives: top-dose activity change, negative = inhibition, usual class: inhibitors; 0.14% of 360,000 active; AID 720709;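 note: potency is the fitted concentration of half-maximal effect; plate controls were vehicle for no effect and positive control for full effect; nearly all actives have a fitted effect of over 50% in size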
An asterisk follows results filed as active; ? = inconclusive; . = no result given; [ ] = remark or other dose. Unless noted, calls come from the whole dose curve; as a rule, active = well fitted curve in the direction sought with a large enough effect; inconclusive = small, poorly fitted or top-dose-only effect, or another doubt; inactive = no such curve, though single readings can be large; an effect the other way counts as inactive or inconclusive. An excerpt (hit frequency here may not be typical).

1: COc1ccc(C(=O)OCC(=O)NC(C)CCc2ccccc2)c(OC)c1 (stereo not given)
2: COCC(=O)N1CCC(Oc2ccc(C(=O)N(C)Cc3nccs3)cc2)CC1
3: CC1CN(S(=O)(=O)c2ccccc2)C(C)CN1S(=O)(=O)c1ccccc1 (stereo not given)
4: Nc1ccn([C@@H]2O[C@H](CNCc3ccc(Oc4cc(-n5cccn5)ncn4)cc3)[C@@H](O)[C@H]2O)c(=O)n1
5: CCOC(=O)C1=C(C)N(CCCC(=O)O)C(=O)NC1c1ccc(Cl)cc1Cl (stereo not given)
6: CSCC[C@H](NC(=O)c1ccc2c(c1)OCO2)c1nnc2ccccn12
7: Cc1ccc(-c2nnn(CC(=O)N(c3ccccc3F)C(C(=O)NC3CCCC3)c3ccco3)n2)o1 (stereo not given)
8: Cc1ccccc1OCCSc1nnc(-c2cccnc2)n1N
9: COc1ccccc1Nc1nc(N)nc(CSc2nccc(C)n2)n1
10: Cc1ccc(/C=N/N2CCN(c3ccc(Cl)cc3)CC2)o1

assay / compound	1	2	3	4	5	6	7	8	9	10
PI5P4K alpha inh	7	1	5	3	-98*	5	.	4	1	6
WRN helicase inh	1%	-20%	-1%	6%	0%	1%	-1%	-12%	0%	-10%
EPAC1 antagonist	-5%	-13%	-15%	-12%	-5%	-20%	-20%	-9%	-5%	-1%
CCT chaperon mod	-2.3	-2.5	-2.1	-1.3	1.0	-0.1	2.5	-1.6	-2.0	-0.7
IL2 activator	-0.6	-0.5	0.0	-2.6	0.3	0.4	-0.1	-0.2	2.1	-0.4
PLK1 PBD block	2%	-7%	-11%	-13%	-4%	-13%	-7%	-13%	-13%	-6%
EPAC1 agonist	-1%	-1%	-3%	-10%	-8%	7%	-15%	-4%	0%	7%
EPAC2 agonist	-5%	7%	0%	11%	2%	21%	6%	0%	3%	-5%

11: COc1ccc(Nc2cc(C)nc(-n3nc(C)cc3C)n2)cc1
12: N#CC[C@H](Cc1ccccc1)N1CCN(Cc2ccccc2)CCC1=O
13: CCN(c1ccccc1)S(=O)(=O)c1ccc(NC(=S)NC(=O)c2ccc(Br)o2)cc1
14: Cc1nn(CC(=O)NCCc2ccco2)c(=O)c2nn(-c3ccccc3)c(C)c12
15: CCOC(=O)N1CCN(C(=O)CN(c2ccccc2OC)S(=O)(=O)c2ccc(C)cc2)CC1
16: COc1ccc(C)cc1N(C(=O)c1cccc(F)c1)c1nc2ccccc2s1
17: C[C@H](O)[C@@H]1CN2CCc3c([nH]c4ccccc34)[C@@H]2C[C@@H]1N(C)C(=O)Nc1ccc(Br)cc1
18: COC(C/C=C/C(=O)[C@H](C)OCc1ccccc1)OC
19: O=C(N[C@@H](Cc1ccccc1)C(=O)Nc1ccc(F)cc1)C1CCNCC1
20: COc1ccc(OCC(=O)Nc2nc3cc4c(cc3s2)OCCO4)cc1

assay / compound	11	12	13	14	15	16	17	18	19	20
PI5P4K alpha inh	.	14	-17	-25	.	14	18	0	-12	0
WRN helicase inh	-17%	9%	-4%	-3%[11.6 µM]	-15%	7%	-6%	-6%	7%	-14%
EPAC1 antagonist	0%	0%	-23%	-19%	-5%	-1%	-16%	-24%	5%	-15%
CCT chaperon mod	-2.8	-4.8	-0.6	-1.1	-1.2	2.5	0.2	-1.9	0.1	0.7
IL2 activator	-5.1	-2.0	1.0	1.1	-1.7	-0.7	-0.4	-0.7	-0.9	0.9
PLK1 PBD block	-12%	-3%	-7%	-14%	-5%	1%	7%	-2%	?	-11%
EPAC1 agonist	-2%	8%	1%	4%	4%	0%	2%	6%	-14%	12%
EPAC2 agonist	2%	3%	5%	6%	8%	-1%	7%	1%	1%	8%

21: Cc1onc(-c2ccccc2)c1C(=O)NNC(=O)c1ccccc1Br
22: O=C(C1CCCN(S(=O)(=O)c2ccc(F)cc2)C1)N1CCCC1 (stereo not given)
23: CCCOc1ccc(/C=N\NC(=O)CCc2n[nH]c(=O)[nH]c2=O)cc1OC
24: Cc1nc(NC(=O)c2ccccc2)sc1-c1csc(NCCc2ccccc2)n1
25: CCOC(=O)c1cccc(NC(=O)COC)c1
26: O=C(CCCN1C(=O)c2ccccc2C1=O)Nc1ccccn1
27: CC(C)(C)NC(=O)NC(=O)CN1CCN(c2ccccc2)CC1
28: Nc1cccnc1-n1nc(C(F)(F)F)cc1C(F)(F)F
29: NC(=O)c1ncn([C@@H]2O[C@H](CNCc3cc(Br)ccc3OCc3ccccc3)[C@@H](O)[C@H]2O)n1
30: C/C(=N\Nc1nccnc1Cl)c1ccc(Cl)c(Cl)c1

assay / compound	21	22	23	24	25	26	27	28	29	30
PI5P4K alpha inh	-7	8	6	-10	0	0	7	1	0	9
WRN helicase inh	-1%	-5%	-4%	-13%	0%	-1%	0%	-4%	3%	?
EPAC1 antagonist	-14%	-5%	7%	18%	-9%	4%	-5%	-2%	-8%	-19%
CCT chaperon mod	-8.4	-1.2	-2.2	1.1	-1.2	-0.5	-2.5	-0.6	-2.4	-0.2
IL2 activator	0.6	3.4	-0.5	-1.6	-1.7	-0.1	0.7	-0.5	-0.1	-0.6
PLK1 PBD block	-1%	0%	2%	-28%	-9%	0%	6%	0%	-16%	-15%
EPAC1 agonist	2%	7%	-3%	4%	-7%	-4%	-2%	3%	-2%	6%
EPAC2 agonist	12%	2%	-2%	6%	3%	-3%	5%	-3%	12%	4%

Given tab-delimited: four of the compounds above
No.	mol	PI5P4K alpha inh	WRN helicase inh	EPAC1 antagonist	CCT chaperon mod	IL2 activator	PLK1 PBD block	EPAC1 agonist	EPAC2 agonist
26	O=C(CCCN1C(=O)c2ccccc2C1=O)Nc1ccccn1	0	-1%	4%	-0.5	-0.1	0%	-4%	-3%
27	CC(C)(C)NC(=O)NC(=O)CN1CCN(c2ccccc2)CC1	7	0%	-5%	-2.5	0.7	6%	-2%	5%
28	Nc1cccnc1-n1nc(C(F)(F)F)cc1C(F)(F)F	1	-4%	-2%	-0.6	-0.5	0%	3%	-3%
29	NC(=O)c1ncn([C@@H]2O[C@H](CNCc3cc(Br)ccc3OCc3ccccc3)[C@@H](O)[C@H]2O)n1	0	3%	-8%	-2.4	-0.1	-16%	-2%	12%

(further entries)
31: O=C(CCN1C(=O)C2CC=CCC2C1=O)NC1CCCCC1 (stereo not given)
32: CCc1ccccc1Nc1nc2ccccc2n1CC
33: CSc1n[nH]c(-c2sccc2OCc2ccc(C)cc2)n1
34: COCCC(=O)N1CCCC(C(=O)c2ccccc2SC)C1 (stereo not given)
35: CC1CCCC(NC(=O)CN2C(=O)NC(Cc3c[nH]c4ccccc34)C2=O)C1C (stereo not given)
36: O=C(Nc1ccc2c(c1)OCCO2)C1CCCC1
37: COc1cc2c(cc1OC)CN(c1ccc(C(F)(F)F)cn1)CC2
38: O=c1cc(CN2CCN(c3ccccc3)CC2)c2cc(O)c(-c3ccccc3)cc2o1
39: N#Cc1ccc(C(=O)Nc2nc(SCc3ccc(Cl)cc3)n[nH]2)cc1
40: CN(C)C(=O)N1CCCC(C(=O)NCc2ccccc2Cl)C1 (stereo not given)

assay / compound	31	32	33	34	35	36	37	38	39	40
PI5P4K alpha inh	1	5	.	-9	-1	2	1	-1	-27	.
WRN helicase inh	5%	10%	0%	3%[57.1 µM]	5%[11.6 µM]	1%	3%	-4%	-2%	-1%
EPAC1 antagonist	-22%	10%	-1%	-20%	-2%	5%	-2%	-3%	5%	-3%
CCT chaperon mod	-2.1	-0.3	2.2	0.3	-2.2	0.0	0.3	1.2	2.6	-0.2
IL2 activator	-1.6	-0.4	-0.1	-2.1	-4.4	0.4	0.4	0.1	-2.5	-2.5
PLK1 PBD block	-12%	-2%	1%	-17%	4%	-2%	-16%	-11%	0%	-9%
EPAC1 agonist	-9%	2%	7%	-6%	1%	-10%	3%	16%	-15%	5%
EPAC2 agonist	5%	6%	5%	3%	-7%	-4%	9%	17%	-4%	9%

41: COc1ccc(C2Nc3ccccc3C(=O)N2c2ccc(C)cc2)cc1Cn1nnc2ccccc21 (stereo not given)
42: CCCn1c(SCC(=O)NC2CCCC2)nnc1-c1ccccn1
43: CCCCOc1ccc(C(=O)NNC(=O)c2cnccn2)cc1OC
44: Cc1cccc(C)c1Nc1nnc(SCC(=O)c2ccc3c(c2)NC(=O)CO3)s1
45: O=C(Nc1ccc(N2C(=O)C3CCCCC3C2=O)cc1Cl)c1cccs1 (stereo not given)
46: O=C1CC(NCc2ccncc2)C(=O)N1c1ccccc1 (stereo not given)
47: Cc1ccc(S(=O)(=O)Nc2cc(=O)[nH]c(SCC(=O)Nc3cccc(C(F)(F)F)c3)n2)cc1
48: O=C1C(=O)N(CCCN2CCOCC2)C(c2ccc(F)cc2)/C1=C(/O)c1ccccc1 (stereo not given)
49: O=C(CNC(=O)c1[nH]cnc1C(=O)N[C@@H](Cc1ccccc1)C(=O)OCc1ccccc1)OCc1ccccc1

assay / compound	41	42	43	44	45	46	47	48	49
PI5P4K alpha inh	.	-5	2	2	-4	2	-1	-1	10
WRN helicase inh	-8%	4%	-8%	1%	3%	-13%	5%	-1%	-6%
EPAC1 antagonist	-18%	6%	-11%	8%	13%	3%	-7%	-13%	-16%
CCT chaperon mod	-1.5	0.7	-1.4	-2.8	-0.4	-2.2	-2.5	-2.9	-0.8
IL2 activator	-1.5	-0.8	-0.3	0.6	-2.4	0.1	-4.8	-0.6	-0.4
PLK1 PBD block	-9%	2%	-13%	-3%	-1%	-17%	-12%	-3%	-1%
EPAC1 agonist	20%	16%	-5%	-6%	-1%	2%	2%	6%	-10%
EPAC2 agonist	10%	10%	19%	-1%	0%	-1%	3%	6%	9%

Bioassay records: PubChem BioAssay, National Center for Advancing Translational Sciences (NCATS)
